# BAZ2B inh: qHTS Assay for Inhibitors of BAZ2B. Bromodomain adjacent to zinc finger domain protein 2B (Homo sapiens), Q9UIF8. AlphaScreen BAZ2B-H3K14Ac peptide displacement. Potency, µM (highest dose often 114 µM), without a hit: at the top dose activity change, negative = inhibition, most hits filed as inhibitors. hit rate 4.4% among 360,000; also: % is scaled to controls: 0 for no effect and ±100 for the full control effect; nearly all actives have a fitted effect of over 60% in size
#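 Inhibition is scored as reduced AlphaScreen emission. The BAZ2B/b-H3(5-23)K14Ac complex (50 nM each) in PBS pH 7.4, 0.01% Tween-20 meets compound (up to 110 uM) for 30 min at RT before bead addition.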
# APEX1 inh: qHTS Assay for Inhibitors of the Human Apurinic/apyrimidinic Endonuclease 1 (APE1); hit rate 0.35% among 350,000; Potency, µM (top dose mostly 65.8 µM), without a hit: at the top dose activity change, negative = inhibition, actives largely listed as inhibitors; recombinant APE1, TAMRA/BHQ-2 abasic DNA cleavage fluorescence; DNA repair nuclease/redox regulator APEX1 (Homo sapiens), P27695;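 also: plate controls were vehicle for no effect and reference inhibitor for full effect; nearly all actives have a fitted effect of over 55% in size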
#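 Enzyme (0.75 nM final) and test compound are incubated 15 min at room temperature before adding 50 nM quenched THF abasic-site duplex. Cleavage dequenches TAMRA, followed at 525/598 nm over three reads one minute apart.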
# POLI inh: qHTS for Inhibitors of Polymerase Iota. Pol iota fluorescent replication assay, 10 min. DNA polymerase iota (Homo sapiens), Q9UNA4. Potency, µM (top dose mostly 115 µM), inactives show at the highest dose activity, negative = inhibition, actives largely listed as inhibitors. AID 588590, 2011. hit rate 1% among 390,000
#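 Pol iota at 10 nM preincubated 15 min with compounds at room temperature; reaction started with fluorescent substrate, 50 nM final. Fluorescence read kinetically at 0 and 10 min; buffer-only wells as negative control.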
# POLK inh: qHTS for Inhibitors of Polymerase Kappa; DNA polymerase kappa (Homo sapiens), Q9UBT6; purified Pol kappa, fluorescent DNA synthesis assay, 10 min; Potency, µM (top dose mostly 107 µM), inactives show at the highest dose activity, negative = inhibition, hits mostly inhibitors; hit rate 0.53% among 400,000; AID 588579, 2011; also: % is scaled to controls: 0 for no effect and ±100 for the full control effect
# Target sequence (Q9UBT6 whole entry, looked up): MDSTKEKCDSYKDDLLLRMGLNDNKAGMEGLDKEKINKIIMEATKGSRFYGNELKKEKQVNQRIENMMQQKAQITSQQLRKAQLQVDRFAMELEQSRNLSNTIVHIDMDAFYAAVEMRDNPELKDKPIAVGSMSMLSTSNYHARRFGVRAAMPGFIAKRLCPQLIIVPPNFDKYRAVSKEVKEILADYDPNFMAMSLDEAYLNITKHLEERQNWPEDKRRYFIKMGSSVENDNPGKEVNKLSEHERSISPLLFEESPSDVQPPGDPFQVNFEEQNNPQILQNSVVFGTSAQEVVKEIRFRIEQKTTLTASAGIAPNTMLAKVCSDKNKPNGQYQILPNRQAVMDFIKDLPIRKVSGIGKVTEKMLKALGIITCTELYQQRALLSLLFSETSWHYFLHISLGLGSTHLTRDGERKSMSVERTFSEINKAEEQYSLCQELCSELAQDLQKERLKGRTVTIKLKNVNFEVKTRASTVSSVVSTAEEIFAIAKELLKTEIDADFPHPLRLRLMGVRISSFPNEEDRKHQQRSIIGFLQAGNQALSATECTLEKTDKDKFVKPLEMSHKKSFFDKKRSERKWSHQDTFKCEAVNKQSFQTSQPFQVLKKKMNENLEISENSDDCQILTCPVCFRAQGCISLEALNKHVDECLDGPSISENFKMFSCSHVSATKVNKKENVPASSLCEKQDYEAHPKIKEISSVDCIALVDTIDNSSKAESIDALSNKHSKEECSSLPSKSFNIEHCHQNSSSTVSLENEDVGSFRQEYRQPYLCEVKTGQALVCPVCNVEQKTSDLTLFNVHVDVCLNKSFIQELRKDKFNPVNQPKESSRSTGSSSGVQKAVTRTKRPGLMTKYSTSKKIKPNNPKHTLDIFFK
#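 50 nM final substrate added after 15 min RT preincubation of 10 nM Pol kappa with compound; fluorescence read at 0 and 10 min.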
# BLM inh: qHTS Assay for Inhibitors of Bloom's syndrome helicase (BLM); recombinant BLM DNA unwinding, fluorescence dequenching; RecQ-like DNA helicase BLM (Homo sapiens), P54132; hit rate 0.2% among 350,000; Potency, µM (top dose mostly 56.1 µM), without a hit: top-dose activity change, negative = inhibition, hits mostly inhibitors; AID 2528, 2010;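 also: plate controls were vehicle for no effect and no enzyme for full effect; nearly all actives have a fitted effect of over 35% in size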
# Pol eta inh: qHTS for Inhibitors of Polymerase Eta; Potency, µM (top dose mostly 114 µM), for inactives: at the highest dose activity change, negative = inhibition, hits mostly inhibitors; recombinant Pol eta, fluorescent DNA replication assay; hit rate 1.2% among 390,000; also: % is scaled to controls: 0 for no effect and ±100 for the full control effect
#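 Fluorescent replication assay: 50 nM final substrate added after a 15 min room-temperature compound preincubation with 10 nM enzyme. Signal taken at 0 min and again at 10 min.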
# JMJD2A Tudor inh: qHTS Assay for Inhibitors of JMJD2A-Tudor Domain | AlphaScreen JMJD2A-Tudor / H3K4me3 peptide binding | Potency, µM (series often up to 114 µM), for inactives: at the highest dose activity change, negative = inhibition, hits mostly inhibitors | AID 504339, 2011 | hit rate 4.4% among 390,000; also: % is scaled to controls: 0 for no effect and ±100 for the full control effect; nearly all actives have a fitted effect of over 50% in size
# G9a inh: qHTS Assay for Inhibitors of Histone Lysine Methyltransferase G9a | Histone-lysine N-methyltransferase EHMT2 (Homo sapiens), Q96KQ7 | AID 504332, 2011 | G9a H3K9 monomethylation, AlphaScreen, 2 h | hit rate 8.8% among 350,000 | Potency, µM (series often up to 102 µM), without a hit: at the top dose activity, negative = inhibition, most hits filed as inhibitors; also: % is scaled to controls: 0 for no effect and ±100 for the full control effect; nearly all actives have a fitted effect of over 75% in size
#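 Compounds were preincubated with 20 nM G9a for 15 min, after which biotinylated H3K9 peptide (500 nM) and SAM (20 uM) started a 2 h room-temperature reaction. Monomethylated product was quantified by antibody-based AlphaScreen chemiluminescence.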
# Pol beta inh: qHTS Assay for Inhibitors of DNA Polymerase Beta; Potency, µM (highest dose often 114 µM), inactives show top-dose activity change, negative = inhibition, hits mostly inhibitors; hit rate 1.3% among 340,000; P06746; Pol beta primer extension/strand displacement, fluorescence kinetic; also: % is scaled to controls: 0 for no effect and ±100 for the full control effect
#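 Kinetic readout of DNA synthesis with strand displacement by Pol beta. Compound and 10 nM enzyme sit 15 min at room temperature; 50 nM substrate starts the reaction, read immediately and at 10 min.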
# Numbers without * were called inactive; ? = inconclusive; . = no result given; & = joins results of further samples; [ ] = dose if it differs, or a comment. Calls follow the shape of the dose curve; as a rule, active = well fitted curve in the direction sought with a large enough effect; inconclusive = small, poorly fitted or top-dose-only effect, or another doubt; inactive = no such curve, though single readings can be large; an effect the other way counts as inactive or inconclusive. Potency is read from the fitted curve at half-maximal effect. This is a subset; rates above refer to the full screens.
SMILES,BAZ2B inh,APEX1 inh,POLI inh,POLK inh,BLM inh,Pol eta inh,JMJD2A Tudor inh,G9a inh,Pol beta inh
COc1ccccc1C(=O)NC(=O)COC(=O)C1CC1,-1%,-2%,-4%,-11%,.,-7%,3%,5%[59 µM],.
COc1ccc(-c2nc3cnc(N4CCOCC4)nc3n(CCc3ccccc3)c2=O)cc1,.,2%,.,-3%[60.1 µM],-1%,.,.,39%[0.501 µM],.
COC(=O)c1nc(N)sc1-c1ccc(Cl)cc1,-24%,0%,48%[activator],-3%,-10%,-13%,-9%,45µM*,12%
COc1ccc(NC(=S)N(Cc2cccnc2)Cc2cc3cc(OC)c(OC)cc3[nH]c2=O)cc1,-1%,4%,10%,2%,1%,-11%,-4%,26%,-9%
CC(=O)Nc1nnc(SCC(=O)NC(C)(C)C)s1,-2%,-8%,27%,-7%[60.1 µM],-4%,-15%,-5%,?,3%
CC(=O)N1CCc2cc(S(=O)(=O)NC(Cc3ccccc3)C(=O)Nc3cccc(C)c3)ccc21 (stereo not given),.,.,-3%,-19%,-3%,-5%,-19%,?,-1%
CC(=O)c1ccc2c(c1)c(C#N)c1ccccc1[n+]2[O-],-5%,12%,193%[activator],-17%,-3%,6%,-4%,12%,22%
O=C1N/C(=C\c2ccc(N3CCOCC3)c(F)c2)C(=O)N1Cc1ccccc1,4%[57.1 µM],-1%,13%,5%,-4%,-10%,-2%,21%,7%
Cc1ccc(NC(=O)CSCc2ccc(F)cc2)cc1,0%,13%,6%,-13%,-4%,-17%,7%,22%[59 µM],25%
COc1ccccc1N1CCN(C(=O)c2ccc(-c3nc4ccccc4s3)o2)CC1,?,18%,4%,9%,.,-19%,-36%,-11%[59 µM],.
Cc1ccc2occ(/C=N/NC(=O)c3ccccc3Br)c(=O)c2c1,-27%,40%,-26%,5%,-4%,-2%,-8%,-3%,21%
COC(=O)[C@@H]1C[C@H]2CC[C@H](O)C[C@H]2N1Cc1ccccc1OC(=O)c1cccs1,-9%,-9%&1%,29%,-19%,-7%&-7%,-13%,-32%,-9%[12.7 µM],1%

# Not a retest: 4 of the compounds above.
SMILES,BAZ2B inh,APEX1 inh,POLI inh,POLK inh,BLM inh,Pol eta inh,JMJD2A Tudor inh,G9a inh,Pol beta inh
COc1ccccc1C(=O)NC(=O)COC(=O)C1CC1,-1%,-2%,-4%,-11%,.,-7%,3%,5%[59 µM],.
COc1ccc(-c2nc3cnc(N4CCOCC4)nc3n(CCc3ccccc3)c2=O)cc1,.,2%,.,-3%[60.1 µM],-1%,.,.,39%[0.501 µM],.
COC(=O)c1nc(N)sc1-c1ccc(Cl)cc1,-24%,0%,48%[activator],-3%,-10%,-13%,-9%,45µM*,12%
COc1ccc(NC(=S)N(Cc2cccnc2)Cc2cc3cc(OC)c(OC)cc3[nH]c2=O)cc1,-1%,4%,10%,2%,1%,-11%,-4%,26%,-9%

# (further entries)
SMILES,BAZ2B inh,APEX1 inh,POLI inh,POLK inh,BLM inh,Pol eta inh,JMJD2A Tudor inh,G9a inh,Pol beta inh
COc1nc(-c2ccccc2)ccc1-c1noc(-c2ccco2)n1,6%,6%,-12%,6%,-6%,-16%,50µM*,?,1%
CNS(=O)(=O)c1cc(C(=O)O)ccc1OC,-17%,-6%,80%[activator],-9%,2%,-4%,13µM*,8%,-9%
COc1ccccc1C(=O)Nc1ccc(-c2nnn(CC(=O)N3CCOCC3)n2)cc1,-21%,6%,20%,-8%,-1%,2%,-2%,21%,-16%
Clc1ccccc1CSc1nc(NCCc2ccccc2)c2ccccc2n1,11%,.,5%,-3%[60.1 µM],-3%,-19%,8%,3%[59 µM],22%
COc1ccc(COC(=O)NC2CCN(S(=O)(=O)c3ccc(OC)cc3)CC2)cc1,-31%,-8%,2%,-6%,-4%,-9%,-26%,93%[activator][59 µM],0%
Cc1cccc(C)c1NC(=O)C(c1ccccc1)N1CCC1=O (stereo not given),11%,8%,17%,-4%,0%,-4%,40µM*,57%[activator][12.7 µM],-3%
CCOC(=O)c1c(NC(=O)CN2CCCCC2)sc(CN(C)C)c1-c1ccccc1,-34%,-7%,35%[activator],-16%,-1%,-6%,?,?,-6%
CN(C)N1C(N)=C(C#N)C(c2ccccc2F)C2=C1CC(C)(C)CC2=O (stereo not given),-16%,12%,?,0%,-2%,-9%,-18%,-26%,23%
O=C(CSc1nc2ccccc2nc1SCC(=O)N1CCCCC1)N1CCCCC1,-8%,3%,?,-4%,3%,-2%,-5%,?,12%
O=C(Nc1cccc(C(F)(F)F)c1)N1CCC(CN2CCCCCC2)CC1,-1%,.,21%,-2%,-1%,-12%,-15%,?,-4%
CCOc1ccccc1CNC(=O)c1ccc2c(c1)nc1n2CCCCC1,0%,.,-17%,2%[60.1 µM],-3%,13%,-2%,5%[59 µM],1%
CCCCn1c(N)c(N(CCOC)C(=O)COC(=O)COc2cc(C)ccc2Cl)c(=O)[nH]c1=O,6%,18%,6%,-7%,.,-19%,0%,?,.

# Three structures from above, arranged by molar mass, low to high:
SMILES,BAZ2B inh,APEX1 inh,POLI inh,POLK inh,BLM inh,Pol eta inh,JMJD2A Tudor inh,G9a inh,Pol beta inh
CCOc1ccccc1CNC(=O)c1ccc2c(c1)nc1n2CCCCC1,0%,.,-17%,2%[60.1 µM],-3%,13%,-2%,5%[59 µM],1%
Clc1ccccc1CSc1nc(NCCc2ccccc2)c2ccccc2n1,11%,.,5%,-3%[60.1 µM],-3%,-19%,8%,3%[59 µM],22%
COc1ccccc1C(=O)Nc1ccc(-c2nnn(CC(=O)N3CCOCC3)n2)cc1,-21%,6%,20%,-8%,-1%,2%,-2%,21%,-16%

# Complete entries from above. Order of values: BAZ2B inh, APEX1 inh, POLI inh, POLK inh, BLM inh, Pol eta inh, JMJD2A Tudor inh, G9a inh, Pol beta inh
# CCCCn1c(N)c(N(CCOC)C(=O)COC(=O)COc2cc(C)ccc2Cl)c(=O)[nH]c1=O reads 6%, 18%, 6%, -7%, ., -19%, 0%, ?, .
# CN(C)N1C(N)=C(C#N)C(c2ccccc2F)C2=C1CC(C)(C)CC2=O (stereo not given) reads -16%, 12%, ?, 0%, -2%, -9%, -18%, -26%, 23%

# Quoted at random: 2 entries already listed, in no set order.
SMILES,BAZ2B inh,APEX1 inh,POLI inh,POLK inh,BLM inh,Pol eta inh,JMJD2A Tudor inh,G9a inh,Pol beta inh
COc1ccccc1N1CCN(C(=O)c2ccc(-c3nc4ccccc4s3)o2)CC1,?,18%,4%,9%,.,-19%,-36%,-11%[59 µM],.
Cc1ccc2occ(/C=N/NC(=O)c3ccccc3Br)c(=O)c2c1,-27%,40%,-26%,5%,-4%,-2%,-8%,-3%,21%

# The results go on.
SMILES,BAZ2B inh,APEX1 inh,POLI inh,POLK inh,BLM inh,Pol eta inh,JMJD2A Tudor inh,G9a inh,Pol beta inh
COCCN(C(=O)COC(=O)CCCOc1ccccc1)c1c(N)n(Cc2ccccc2)c(=O)[nH]c1=O,11%,-9%,30%[activator],0%,.,11%,-8%,-35%,.
COc1ccc(C(=O)NC2CCN(S(=O)(=O)Cc3ccccc3)CC2)c(OC)c1,-12%,2%,10%,-2%,-4%,9%,-10%,-12%[59 µM],0%
CC(=O)c1cccc(NC(=O)Cn2cnc3c2c(=O)n(C)c(=O)n3C)c1,4%,.,-3%,-6%,-3%,.,-5%,-7%[59 µM],38%
CCOc1ccc(CCNC(=O)CN2C(=O)NC3(CCCCC3C)C2=O)cc1OCC (stereo not given),-4%,-6%,-16%,-14%,.,-13%,-11%,0%[59 µM],.
COc1ccc(-c2c(-c3ccc(OC)nc3)c3ccccc3n2C)cc1,.,32%,88%[activator],12%,.,-10%,?,.,.
CCN1CCN(C(=O)Cn2ncc3c4ccccc4n(Cc4ccccc4)c3c2=O)CC1,-13%,.,16%,-6%,5%,-11%,-19%,-7%[59 µM],24%
Cc1cc(C)n(-c2ccc(F)cc2)c(=O)c1C#N,-1%,3%,39%[activator],-2%,-3%,0%,-9%,9%,-5%
COc1ccc(NC(=O)CCOc2ccc(C)cc2)cc1S(=O)(=O)N1CCCCC1,-15%,19%,-2%,6%,.,-23%,-11%,?,.
COc1ccc(C(C)C)cc1S(=O)(=O)NCC1CCCO1 (stereo not given),-34%,27%,-25%,-4%,-6%,-13%,-10%,2%[59 µM],3%
O=C1c2ccccc2C(=O)N1CCCc1cn(C[C@H]2CC[C@@H]([C@@H]3CC[C@H](Cn4cc(CCCN5C(=O)c6ccccc6C5=O)nn4)O3)O2)nn1,-12%,7%,30%,0%,1%,-15%,-17%,.,-4%
Cc1ccc(S(=O)(=O)Nc2ccc(F)c(S(=O)(=O)N3CCOCC3)c2)cc1,.,-11%,20%,-3%,.,-15%,-24%,.,.
CNc1nc(NC)nc(NNC(=O)c2ccccc2)n1,.,.,11%,-4%,.,-19%,-18%,.,.
Cc1ccc(NC(=S)N2CCc3[nH]c4ccccc4c3C2)cc1,25µM*,-11%,-23%[58.9 µM],-8%,-11%,-20%,?,.,0%
CCCCNC(=O)c1cn(CC(C)C)c(=O)c2c1c1ccccc1n2C,10%,-7%,129%[activator],4%,-4%,-16%,7%,59%[activator],54%
COc1cc(OC)c(C(=O)OCC(=O)N(Cc2ccccc2)C(C)(C)C)cc1OC,-3%,3%,157%[activator],-5%,-5%,1%,-9%,-10%,17%
COc1ccc(C2c3c(oc4ccccc4c3=O)C(=O)N2c2nc(C)c(C)s2)cc1 (stereo not given),?,.,-1%,2%,0%,-3%,-13%,9%[59 µM],4%
O=C1C2C3C=CC(C3)C2C(=O)N1/N=C/c1cn(Cc2ccccc2)c2ccccc12 (stereo not given),77%[activator],?,-15%,0%,-9%,-18%,-7%,67%[activator][12.7 µM],11%
O=C(NCc1ccccc1)c1ccc(N2C(=O)C3CCCCC3C2=O)cc1 (stereo not given),4%,-2%,22%,-10%,-4%,-2%,2%,1%[59 µM],?

# Bioassay records as filed in PubChem BioAssay.
